# ERK EGF inh = qHTS Assay for Inhibitors of the ERK Signaling Pathway using a Homogeneous Screening Assay; Stimulation with EGF; AID 1454, 2008; actives 0.41% (n = 130,000); Potency, µM (titrated, usually from 11.5 µM), without a hit: at the highest dose activity change, negative = inhibition, actives largely listed as inhibitors; HEK293-V1b, EGF-stimulated phospho-ERK AlphaScreen; active means well fitted inhibition curve with a large enough effect; inconclusive means small, poorly fitted or top-dose-only effect, or effect the other way;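 further: plate controls were stimulated vehicle wells for no effect and unstimulated vehicle basal for full effect; nearly all actives have a fitted effect of over 55% in size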
#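 After overnight plating in 1% FBS, HEK293-V1b cells received test compound for half an hour, then a 5 min pulse of EGF (25 nM); ERK phosphorylation in lysates was read by bead-based AlphaScreen.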
# * marks the source's active call; other numbers are inactive results; ? = inconclusive; [ ] = another dose, or the depositor's remark. Potency means the concentration at half of the fitted maximal effect. An excerpt, so the mix of outcomes need not match the whole.
Molecule,ERK EGF inh
Cc1ccc(S(=O)(=O)N(C)CC(=O)OCC(=O)N2CC(=O)Nc3ccccc32)cc1,-10%
COc1ccc(OCC2c3cc(OC)c(OC)cc3CCN2C(=O)C(C)C)cc1 (stereo not drawn),-3%
CN(/N=C\c1ccc(O)c(O)c1)c1nc(-c2ccccc2)cc(-c2ccccc2)n1,14%
Cc1cc(-c2ccccc2)nc(N2CCC(C(=O)NCc3ccccc3Cl)CC2)n1,1%
COC(=O)CSCC(=O)Nc1nnc(-c2cccc(C)c2)s1,2%
NNC(=O)c1ccc2[nH]c3c(c2c1)CCCC3,-8%
CCCc1nc(-c2cc3ccc(C)cc3[nH]c2=O)no1,-9%
C/C(=N\O)C1CCCCC1,9%[57.5 µM]
CNC(=S)N1CCN(CCNC2=CC(=O)CC(C)(C)C2)CC1,-9%
CCOC(=O)C1=C(CS(=O)(=O)c2ccccc2)NC(=O)NC1c1ccc(OC)c(OC)c1 (stereo not drawn),-1%[57.5 µM]
Cc1c(C(=O)Nc2ccc(Br)cc2)cnn1C,14%
CCCCNC(=O)CCCCCn1c(=O)[nH]c2cc(C(=O)OC)ccc2c1=O,-2%
COC(=O)c1sc(NC(=O)CSc2n[nH]c(N)n2)c(C(=O)OC)c1C,4%
Cc1ccccc1-c1nnc(Cc2ccccc2)o1,-4%
Cc1[nH]n(-c2ccccc2)c(=O)c1N=Nc1ccc2c(c1)OCCO2,13µM*
Cc1ccccc1C(=O)Nc1ccc(C(=O)N/N=C/c2ccncc2)cc1,0%
Cc1cnc(C(=O)OCc2ccc(COC(=O)c3cnc(C)cn3)cc2)cn1,-1%
COc1cc(NC(=O)COn2nnc3ccc(S(C)(=O)=O)cc32)cc(OC)c1,-1%
COC(=O)c1cc(OC)c(OC)cc1NC(=S)N1CCN(C/C=C/c2ccccc2)CC1,-3%
Nc1nc(N2CCOCC2)n[nH]1,-3%
CCC(=O)c1ccc(N2CCN(C(=O)c3ccc(F)cc3)CC2)c(F)c1,-6%
Cc1cccc(-n2c(C)cc(C)c(C#N)c2=O)c1,-1%
O=C(/C=C/c1ccc(Cl)cc1)NCc1cccs1,8%
COc1ccccc1NC(=O)c1ccc(NC(=O)c2cc3c(s2)CCC3)cc1,-6%
CN(c1cccnc1)c1ncnc2[nH]ncc12,-6%[57.5 µM]
COc1ccc([N+](=O)[O-])cc1NC(=O)Nc1cccc(Cl)c1,4%
COc1ccc(S(=O)(=O)N2CCOC2CNC(=O)C(=O)NCc2ccco2)cc1 (stereo not drawn),4%[57.5 µM]
CN(Cc1ccccc1)c1nnc(N)s1,9%
O=C(CN(C(=O)Cn1nnc(-c2ccc(F)cc2)n1)c1ccc(F)c(Cl)c1)NCC1CCCO1 (stereo not drawn),23%
CCOC(=O)/C(C#N)=C/Nc1cc(OC)ccc1OC,-3%
CN(C)c1ccc(/C=N/NC(=O)CSc2ccccn2)cc1,5%[57.5 µM]
COc1ccccc1-c1cn[nH]c1-c1ccc(OCc2ccc([N+](=O)[O-])cc2)cc1O,8%[57.5 µM]
CCCCC/C=C\C/C=C\C/C=C\C=C\[C@@H](O)CCCC(=O)O,-11%
CC(=O)n1c2c(c3ccccc31)OC(N)=C(C#N)C2c1cccc(Cl)c1Cl (stereo not drawn),7%
COc1cc([N+](=O)[O-])ccc1NC(=O)Nc1nc2c(s1)CCCC2,-1%
O=C(N/N=C/c1c[nH]c2ccccc12)c1cccs1,5%[57.5 µM]
COc1ccccc1CN1CCCC2(CCN(S(C)(=O)=O)CC2)C1,-3%
CCOc1cc(/C=N\Nc2ncc(F)c(N3CCOCC3)n2)ccc1Oc1nc(Cl)ncc1F,?
COc1ccc(C2C(C)C3(O)CC(C#N)(C(=O)N3)C2(C#N)C#N)cc1 (stereo not drawn),6%[57.5 µM]
NC(=O)Oc1cccc(OC(N)=O)c1,7%[57.5 µM]
CCCNC1=CC(=O)CC(C)(C)C1,-11%
Cc1cc(Cl)c(OCCCn2ccnc2)c(Br)c1,2%
CN(Cc1ccccc1)C(=O)c1ccc([N+](=O)[O-])o1,-3%
CN(CC(=O)NC1CC1)S(=O)(=O)c1ccc(F)cc1,12%
CCOc1ccccc1N1CCN(C(=O)CCCc2nc3ccccc3s2)CC1,-10%
COCCNC(=O)C(c1ccccc1C)N(C(=O)Cn1nnc2ccccc21)c1cccnc1 (stereo not drawn),10%
CC(C)c1nn2c(=O)cc(O)nc2s1,0%
COC(=O)Oc1ccc(/C=C/C(=O)OC(C)C)cc1OC(=O)OC,-6%
O=C(CCl)NN1C(=O)NC2(CCCCC2)C1=O,-5%
COc1ccc(C(c2c(C)n(C)n(-c3ccccc3)c2=O)c2c(C)n(C)n(-c3ccccc3)c2=O)cc1O,1%
Cc1cc(NC(=O)CSc2nnc(C(C)N(C)C)n2-c2ccc(F)cc2)no1 (stereo not drawn),0%
COCCn1c(SCC(=O)Nc2cc(OC)ccc2OC)nc2c(c1=O)SC(C)C2 (stereo not drawn),8%[57.5 µM]
NS(=O)(=O)c1ccc(CCNC(=O)C(=O)c2c[nH]c3ccccc23)cc1,-4%
O=C(CCNS(=O)(=O)c1cccc2nonc12)NC1CCCCCC1,-11%
C=C(C)CNC(=S)N=Nc1c(O)[nH]c2ccc([N+](=O)[O-])cc12,-10%
Cc1ccc(-c2nn(CC(=O)NCc3ccccn3)c(=O)c3ccccc23)cc1S(=O)(=O)N(C)C,6%
O=C(O)CCCNc1ccc(S(=O)(=O)N2CCCCC2)cc1,-9%
CCc1sc(NC(=O)C(C)C)nc1-c1ccccc1,-1%
COC(=O)C1=C(C)N(c2ccc(OC)c(OC)c2)C(=O)/C1=C\c1ccco1,?
O=C(NN1C(=O)C2C(C1=O)C1C=CC2C12CC2)c1ccccc1 (stereo not drawn),-3%

# Entries listed so far that contain a furan ring, fused or not, in the order listed:
Molecule,ERK EGF inh
COc1ccc(S(=O)(=O)N2CCOC2CNC(=O)C(=O)NCc2ccco2)cc1 (stereo not drawn),4%[57.5 µM]
CN(Cc1ccccc1)C(=O)c1ccc([N+](=O)[O-])o1,-3%
COC(=O)C1=C(C)N(c2ccc(OC)c(OC)c2)C(=O)/C1=C\c1ccco1,?

# The main list resumes, starting 2 compounds before the break.
Molecule,ERK EGF inh
COC(=O)C1=C(C)N(c2ccc(OC)c(OC)c2)C(=O)/C1=C\c1ccco1,?
O=C(NN1C(=O)C2C(C1=O)C1C=CC2C12CC2)c1ccccc1 (stereo not drawn),-3%
COc1cc(OC)c(C2C(C#N)=C(N)OC3=C2C(=O)CC(C)(C)C3)cc1OC (stereo not drawn),-13%[57.5 µM]
Cc1ccc(-c2nn(-c3ccccc3)cc2CO)o1,5%
CCNC(=S)N/N=C(\C)c1ccco1,-11%
O=[N+]([O-])c1ccccc1-n1cnc2ccccc21,-36%
CCNC(=S)N/N=C/c1c(C)nn(-c2cccc(Cl)c2)c1Cl,-6%
Cc1n(CC(=O)c2ccc(F)cc2)c2ccccc2[n+]1C,4%
COc1ccc(CCNc2cc(C)nc3c(-c4ccccc4)c(C)nn23)cc1OC,3%
O=C(c1cccc(Br)c1)N1CCN(C(=O)N2CCOCC2)CC1,9%
OCCC1CN(Cc2cnn(-c3ccccc3Cl)c2)CCN1Cc1ccsc1 (stereo not drawn),-4%
CS(=O)(=O)Nc1nnc(SCC(=O)N(c2ccccc2)c2ccccc2)s1,8%
CC(C)CCNC(=O)COc1ccc(N(C)S(=O)(=O)c2ccc(F)cc2)cc1,2%[57.5 µM]
CCOC(=O)Nc1ccc2nc(Sc3ccc(Cl)cc3)sc2c1,-8%[57.5 µM]
NC(=O)[C@H]1CC2(CC(c3cccc(NC(=O)[C@H]4CCC(=O)N4)c3)=NO2)CN1C(=O)c1cc([N+](=O)[O-])cc([N+](=O)[O-])c1 (stereo partly drawn),1%[57.5 µM]
COC(=O)c1scc(C)c1-n1ccc(C(=O)C(=O)N(C)C)c1,-12%
COc1ccc(CCNC(=O)c2ccc(-c3cccc([N+](=O)[O-])c3)o2)cc1OC,?
COC(=O)C1=C(C)N(CCCC(=O)O)C(=O)NC1c1cc2c(cc1[N+](=O)[O-])OCO2 (stereo not drawn),-6%
CC(C)CCN1CCN(C2CCN(c3ccccc3)CC2)CC1CCO (stereo not drawn),-1%
CN(C(=O)COC(=O)CNC(=O)C12CC3CC(CC(C3)C1)C2)C1CCS(=O)(=O)C1 (stereo not drawn),12%
C/C=C(\C)C(=O)NCCN1C2=NC[C@H](C(C)C)N2C[C@@H]1Cc1ccc(OC)cc1,-8%[57.5 µM]
CCOC(=O)C(C)Sc1nc(=O)n2cccc(C)c2n1 (stereo not drawn),-2%
C=CCC(O)c1c(-c2ccccc2)nn(C)c1Cl (stereo not drawn),-9%
O=[N+]([O-])c1cc(Cl)ccc1N1CCN(c2ccccc2O)CC1,?
COC(=O)[C@@]1(Cc2ccc(OC)cc2)[C@H]2c3cc(C(=O)N4CCCC4)n(CCc4c[nH]c5cc(F)ccc45)c3C[C@H]2CN1C(=O)c1ccccc1,-13%
CCOC(=O)c1oc2c(CN3CCN(CCO)CC3)c(O)c(CC)cc2c(=O)c1-c1nc2ccccc2s1,2%
Brc1ccc(C2=Nc3ccccc3C(c3ccncc3)=NN2)cc1,-2%
COC(=O)c1ccccc1NC(=O)CSc1n[nH]c(-c2cccnc2)n1,1%
CCOC(=O)c1ccc(Nc2ncnc3ccccc23)cc1,-7%
CC(=O)c1ccc(NC(=O)C2CCCN(S(=O)(=O)c3c(C)[nH]c(=O)[nH]c3=O)C2)cc1 (stereo not drawn),-3%
COc1cc2cc(C#N)c(SCC(=O)N3CCOCC3)nc2cc1OC,-1%
COCc1cc(/C=N\NC(=O)Cc2ccc(OC)cc2)ccc1OC,9%
Cn1c(=O)c(CCc2ccccc2)nc2cnc(Oc3ccccc3)nc21,-3%
COc1ccccc1NC(=O)Nc1nn(C)c2cccc(OC)c12,-12%[57.5 µM]
COCCn1c(-c2cccs2)csc1=Nc1cccnc1,-2%
O=C(CNc1ccc2ccccc2c1)N/N=C/c1ccccn1,11%[57.5 µM]
O=C(Nc1ccc(NC(=O)c2cccs2)cn1)c1ccccc1,1%
O=C(COC(=O)c1ccccc1C(=O)c1ccccc1)Nc1ccc(SC(F)F)cc1,0%
Cc1ccnc(NC(=O)/C=C/c2ccccc2Cl)c1,9%
Cc1c(NC(=O)c2c(NC(=O)CNC3CC3)sc3c2CCCC3)c(=O)n(-c2ccccc2)n1C,8%
Cc1cnc(C(=O)N2CCN(c3ccc(C(F)(F)F)cn3)CC2)cn1,-4%[57.5 µM]
CSCCC(NC(=O)c1ccc(Cl)cc1)C(=O)O (stereo not drawn),1%[57.5 µM]

# Single values from the entries so far.
# Cc1ccnc(NC(=O)/C=C/c2ccccc2Cl)c1 in ERK EGF inh = 9%
# CCOC(=O)c1ccc(Nc2ncnc3ccccc23)cc1 in ERK EGF inh = -7%
# O=C(CNc1ccc2ccccc2c1)N/N=C/c1ccccn1 in ERK EGF inh = 11%[57.5 µM]
# CC(=O)c1ccc(NC(=O)C2CCCN(S(=O)(=O)c3c(C)[nH]c(=O)[nH]c3=O)C2)cc1 (stereo not drawn) in ERK EGF inh = -3%

# Next section
Molecule,ERK EGF inh
O=C(NCc1ccccc1)C1=C[C@H](c2ccc(Br)cc2)C[C@H](OCc2ccc(CO)cc2)O1,-9%[57.5 µM]
CC1Cc2ccccc2N1C(=O)COc1ccc2c(c1)OCO2 (stereo not drawn),-12%
Cc1ccc(NC(=O)NCc2ccc3c(c2)OCO3)c(C)c1,-4%
COc1ccc2c(c1)SCC/C2=C\CN1C(=O)CCC1=O,1%
Cc1cccc(NC(=O)Nc2ccc([N+](=O)[O-])cc2)n1,-3%
O=c1cc(-c2ccccc2Cl)oc2cccc(O)c12,-3%
C#CCNC(=O)C1=C[C@H](c2ccccc2)C[C@H](OCCCCO)O1,2%[57.5 µM]
Cc1ccc(-n2nnnc2Sc2ccc(S(=O)(=O)NCCN(C)C)cc2[N+](=O)[O-])cc1,-10%
CC(C)c1ccc(S(=O)(=O)c2ccc(NN)cc2)cc1,-2%
CCN(CC)C1=NC=CC(c2ccccc2)=CC1C (stereo not drawn),11%
O=C(COC(=O)/C=C/c1ccc(Cl)cc1)NCCN1C(=O)CSC1=O,-12%
COCCNC(=O)C(=O)c1c(-c2ccccc2)[nH]c2ccccc12,0%
O=C(NCCc1ccccc1)c1nc2nc(-c3cccs3)cc(C(F)(F)F)n2n1,2%
CC(C)=CCN1CCN(Cc2cccc3nonc23)CC1CCO (stereo not drawn),-16%
COc1ccccc1/C=N/NC(=O)c1sc(C)nc1C,-20%
O=C1CSC(c2ccc(Cl)cc2)N1c1cccnc1 (stereo not drawn),13%[57.5 µM]
CN1CCN(C(=S)SCC(=O)Nc2nc(-c3ccccc3)c(-c3ccccc3)o2)CC1,8%
COc1ccccc1NC(=O)Cn1cc(C(=O)c2ccco2)c2ccccc21,-9%
CC1(C)CC(N(Cc2ccccc2)C(=O)Cc2ccccc2)CCO1 (stereo not drawn),10%
Clc1ccc(OCCn2cnc(Cl)c2Cl)cc1,-19%[57.5 µM]
COC(C[C@H]1O[C@H]1[C@@H](O)[C@H](C)OCc1ccccc1)OC,8%[57.5 µM]
C/C(N)=C(/C#N)C(=O)CSc1n[nH]c(-c2cccs2)n1,-4%
O=C(NCCc1ccccc1)c1ccc(-c2ccccc2Cl)o1,-36%
COc1cccc(CN2CCN(Cc3ccc(O)cc3)CC2CCO)c1 (stereo not drawn),5%
COc1cc2[nH]ccc(=O)c2cc1OC,5%
CCSc1nc2ccccc2n1CC(N)=O,-2%

# Screens from PubChem BioAssay.
